Screens as filed in PubChem.
JMJD2A Tudor: inhibitors of human JMJD2A Tudor domain; AlphaScreen JMJD2A-Tudor / H3K4me3 peptide binding; Potency, µM (doses to about 114 µM), inactives show at the top dose activity change, negative = inhibition, actives largely listed as inhibitors; 4.4% of 390,000 active; AID 504339; note: % is set by controls: 0 for no effect and ±100 for the full control effect; nearly all actives have a fitted effect of over 50% in size
Pin1 inh: inhibitors of human Pin1; Q13526; Pin1 FP peptide displacement, HiFluor488, 10 min; Potency, µM (series often up to 115 µM), for the others: top-dose activity, negative = inhibition, usual class: inhibitors; 0.009% of 390,000 active; active = well fitted inhibition curve with a large enough effect in the polarisation, with a control signal flat, not every such curve was filed as active; inconclusive = small, poorly fitted or top-dose-only effect, or effect the other way, or a change in a side signal; inactive = no such curve, though single readings can be large or run the other way; the % refers to the polarisation; note: % is set by controls: 0 for no effect and ±100 for the full control effect
POLI inh: blocks human DNA polymerase iota activity; Q9UNA4; Pol iota fluorescent replication assay, 10 min; Potency, µM (doses to about 115 µM), for the others: at the top dose activity, negative = inhibition, actives largely listed as inhibitors; 1% of 390,000 active
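Fluorescent replication assay read twice, at 0 min and 10 min after adding 50 nM (final) substrate. Enzyme (10 nM) and compounds were first incubated 15 min at room temperature; enzyme-free buffer wells were negative controls.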
BAZ2B inh: blocks human BAZ2B; Q9UIF8; AlphaScreen BAZ2B-H3K14Ac peptide displacement; Potency, µM (series often up to 114 µM), inactives show at the highest dose activity change, negative = inhibition, most hits filed as inhibitors; 4.4% of 360,000 active; AID 504333; note: % is set by controls: 0 for no effect and ±100 for the full control effect; nearly all actives have a fitted effect of over 60% in size
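Inhibition is scored as reduced AlphaScreen emission. The BAZ2B/b-H3(5-23)K14Ac complex (50 nM each) in PBS pH 7.4, 0.01% Tween-20 meets compound (up to 110 uM) for 30 min at RT before bead addition.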
HP1b chromo inh: inhibitors of HP1-beta chromodomain binding to methylated histone tails; Potency, µM (highest dose often 114 µM), inactives show at the top dose activity change, negative = inhibition, usual class: inhibitors; 0.56% of 390,000 active; P83916; AID 540317; AlphaScreen HP1-beta / biotin-H3K9me3 peptide binding; note: nearly all actives have a fitted effect of over 70% in size; inactives centre near 23
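HP1-beta protein (50 nM final) preincubated 30 min at room temperature with biotinylated H3(1-18)K9me3 peptide (50 nM) in PBS pH 7.4, 0.01% Tween-20, then compound added for 30 min. AlphaScreen streptavidin donor/nickel chelate acceptor beads (10 ug/mL final), 30 min dark, luminescence read.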
BLM helicase inh: inhibitors of human Bloom syndrome helicase BLM; Potency, µM (highest dose often 56.1 µM), without a hit: at the top dose activity change, negative = inhibition, most hits filed as inhibitors; 0.2% of 350,000 active; recombinant BLM DNA unwinding, fluorescence dequenching;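 note: plate controls were vehicle for no effect and no enzyme for full effect; nearly all actives have a fitted effect of over 35% in size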
GLS inhibitor: glutaminase GLS (human) inhibition. GLS enzymatic activity, qHTS titration. Potency, µM (top dose mostly 45.5 µM), without a hit: at the highest dose activity change, negative = inhibition, most hits filed as inhibitors. 0.21% of 410,000 active. AID 624170; note: % is set by controls: 0 for no effect and ±100 for the full control effect
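Glutamate formation by hKGA was monitored fluorometrically using coupled glutamate oxidase, HRP and Amplex Red. Substrate was added as 1 mM L-glutamine solution; incubation was 30 min at RT after an initial read.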
PGK inhibitor: inhibitors of T. brucei phosphoglycerate kinase | P07378 | PGK/GAPDH coupled, Kinase-Glo luminescence, 60 min | Potency, µM (highest dose often 57.5 µM), for inactives: top-dose activity change, negative = inhibition, most hits filed as inhibitors | 0.043% of 380,000 active | AID 602233; note: % is set by controls: 0 for no effect and ±100 for the full control effect; nearly all actives have a fitted effect of over 60% in size
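Luminescent ATP detection (Kinase-Glo Plus) follows a 60-minute room-temperature incubation, with wells lacking PGK as controls. Buffer: 100 mM TEA (pH 7.6), 5 mM MgCl2, 0.01% Tween-20. Coupling enzyme GAPDH (100 nM final) supplies unstable 1,3-BPG in-well.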
G9a block: G9a (human) methyltransferase inhibition; Q96KQ7; G9a H3K9 monomethylation, AlphaScreen, 2 h; Potency, µM (series often up to 102 µM), for inactives: at the top dose activity, negative = inhibition, usual class: inhibitors; 8.8% of 350,000 active; note: % is set by controls: 0 for no effect and ±100 for the full control effect; nearly all actives have a fitted effect of over 75% in size
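AlphaScreen read-out: biotin-H3K9 peptide (500 nM) methylation by 20 nM enzyme with 20 uM SAM, 2 h at room temperature after 15 min compound preincubation; anti-monomethyl H3K9 antibody plus donor/acceptor beads, 10 min dark.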
Active calls of the source: *; i = inactive; ? = inconclusive; / = not tested or not shown; [ ] = another dose, or the depositor's remark. Unless noted, calls come from the whole dose curve; as a rule, active = well fitted curve in the direction sought with a large enough effect; inconclusive = small, poorly fitted or top-dose-only effect, or another doubt; inactive = no such curve, though single readings can be large; an effect the other way counts as inactive or inconclusive. Potency is the fitted concentration of half-maximal effect.

SMILES | JMJD2A Tudor | Pin1 inh | POLI inh | BAZ2B inh | HP1b chromo inh | BLM helicase inh | GLS inhibitor | PGK inhibitor | G9a block
Cc1nc2sccn2c1-c1csc(NCc2ccccc2)n1 | 63µM* | -2% | 8% | ? | ? | -14% | 19% | 1% | ?
Cc1cc(OCC(=O)c2cccc(C(F)(F)F)c2)n2cnnc2n1 | -9% | 6% | 29% | -3% | -1% | 0% | 12% | 7% | 10%
O=C(O)CCCCCNC(=O)c1ccccc1Br | -17% | ? | -16% | 2% | -4% | 1% | -2% | / | 15%
O=C(c1cc2ccccc2o1)N1CCN(c2cccc(Cl)c2)CC1 | -1% | -1% | 3% | -2% | 26% | -3% | 3% | 2% | 35%
COc1ccc(CCNC(=O)c2cc(S(=O)(=O)N3CCCCC3)c[nH]2)cc1OC | -11% | 1% | -13% | -31% | 32% | 0% | -1% | -8% | 2%
COc1ccc(S(=O)(=O)NC(C)C(=O)Nc2ccccc2F)cc1 (stereo unspecified) | -4% | 3% | 9% | -2% | 19% | -3% | -2% | 4% | 40µM*
O=C(/C=C\c1ccc2c(c1)OCO2)NC1CC(=O)N(c2ccccc2)C1 (stereo unspecified) | -6% | -4% | 3% | -13% | 50%[activator] | -2% | -4% | -4% | -7%[59 µM]
COC(=O)c1cc(C(=O)c2cc(Br)ccc2O)coc1=N | -17% | ? | 35%[activator] | -18% | 4% | -1% | 11% | -8% | 8%[59 µM]
Cc1cccc(CNC(=O)c2oc3c(c2C)-c2nn(Cc4ccccc4Cl)cc2CC3)c1 | -21% | -2% | -10% | -12% | -5% | 0% | -12% | i | -34%[59 µM]
CCCCNC(=S)NCCN1CCCCC1 | 1.6µM* | -7% | ? | 4% | ? | 3% | 31%[activator] | -5% | 2µM*
CCC(C)NC(=O)CNC(=O)c1nn(-c2ccc(OC)c(Cl)c2)c(=O)c2ccccc12 (stereo unspecified) | -7% | 2% | -21% | 4% | 18% | -1% | 7% | / | 27%
Cc1cc(NC(=O)COC(=O)c2cc(S(=O)(=O)N(C)c3ccccc3)ccc2Cl)no1 | -28% | -5% | 31%[activator] | -22% | 47%[activator] | -9% | 4% | -8% | -5%
Cc1cccc(C(=O)Nc2ccc(C(=O)OCc3cc(=O)n4nc(CC(C)C)sc4n3)cc2)c1 | -10% | -13% | -1% | -1% | -13% | -3% | -13% | -9% | -1%[59 µM]
Cc1ccc(-n2c(C)cc(/C=N/NC(=O)CC3(C)OCCO3)c2C)c(C)c1 | -35% | 3% | ? | ? | 18% | 0% | 10% | -4% | ?
CCC(CC)NC(=O)c1n[nH]c(=O)c2ccccc12 | -6%[57.1 µM] | -5% | 24% | / | 38%[activator] | -2% | 0% | 6% | -4%[59 µM]
CCN(C(=O)CSc1nnc(C)n1-c1ccccc1)C1CCS(=O)(=O)C1 (stereo unspecified) | -11% | -3% | 54%[activator] | 1% | 43%[activator] | -4% | 3% | -3% | 0%
COc1ccc(OC)c(NC(=O)CSc2ncc3c(n2)-c2ccccc2N(C)S3(=O)=O)c1 | -28% | 7% | 32%[activator] | ? | ? | -6% | -11% | -3% | -37%[59 µM]
Cc1noc(NS(=O)(=O)c2ccc(NC(=O)c3cnc4scc(C)n4c3=O)cc2)c1C | ? | ? | ? | -8% | 7% | -1% | 2% | -2% | 50µM*
COc1ccc(-c2sc(Nc3ccccc3)n[n+]2-c2ccc(F)cc2)c(OC)c1OC | -32% | 1% | -6% | -22%[57.1 µM] | 24% | 3% | -3% | -3% | ?
COc1cccc(N2CCN(C(=O)CN(C)S(=O)(=O)c3ccc4c(c3)CCC(=O)N4)CC2)c1 | -12% | 0% | -2% | 0% | 16% | 0% | 1% | i | ?

One compound at a time (already shown). Order of screens: JMJD2A Tudor, Pin1 inh, POLI inh, BAZ2B inh, HP1b chromo inh, BLM helicase inh, GLS inhibitor, PGK inhibitor, G9a block
Cc1cccc(CNC(=O)c2oc3c(c2C)-c2nn(Cc4ccccc4Cl)cc2CC3)c1 is entered as -21%, -2%, -10%, -12%, -5%, 0%, -12%, i, -34%[59 µM]
CCN(C(=O)CSc1nnc(C)n1-c1ccccc1)C1CCS(=O)(=O)C1 (stereo unspecified) is entered as -11%, -3%, 54%[activator], 1%, 43%[activator], -4%, 3%, -3%, 0%
COc1cccc(N2CCN(C(=O)CN(C)S(=O)(=O)c3ccc4c(c3)CCC(=O)N4)CC2)c1 is entered as -12%, 0%, -2%, 0%, 16%, 0%, 1%, i, ?
Cc1cccc(C(=O)Nc2ccc(C(=O)OCc3cc(=O)n4nc(CC(C)C)sc4n3)cc2)c1 is entered as -10%, -13%, -1%, -1%, -13%, -3%, -13%, -9%, -1%[59 µM]

Later entries.
SMILES | JMJD2A Tudor | Pin1 inh | POLI inh | BAZ2B inh | HP1b chromo inh | BLM helicase inh | GLS inhibitor | PGK inhibitor | G9a block
O=C(OCC(=O)N1CCOCC1)c1ccccc1Cc1ccccc1 | -1% | -3% | 13% | 1% | 39% | 2% | -7% | -5% | 26%[59 µM]
CCN(CC)c1ccc(NC(=O)C(C)C)cc1 | ? | -7% | 17% | -3% | 5% | 0% | 44%[activator] | i | 11µM*
COc1cccc(NC(=O)c2cc3c(-c4ccc(Cl)cc4)nn(C)c3s2)c1 | -24% | 16% | 24% | / | 66%[activator] | -6% | -7% | -2% | 39%[59 µM]
Cc1csc(NC(=O)c2c(O)c3c(n(CC(C)C)c2=O)CCCC3)n1 | -20% | 1% | -4% | 0% | 42%[activator] | -3% | -2% | i | -1%[59 µM]
CC(=O)c1cccc(NC(=O)CN(C)S(=O)(=O)c2cccc3nsnc23)c1 | ? | ? | -12% | 18% | 14% | 3% | 12% | 3% | /
O=C(COc1ccc([N+](=O)[O-])cc1Cl)Nn1cnnc1 | -15% | 0% | 8% | 2% | 6% | -3% | -1% | -8% | /
C/[N+]([O-])=C\c1cccc(OCCN2CCN(c3ncc(C(F)(F)F)cc3Cl)CC2)c1 | ? | -8% | -6% | ? | 4% | -10% | 31%[activator] | -4% | 18%
CCCCS(=O)(=O)c1sc2nc3c(cc2c1N)CCCC3 | -2% | -4% | ? | -2% | 20% | -4% | -4% | / | -8%[12.7 µM]
COc1ccccc1/C=N/NC(=O)CO | -5% | 4% | 13% | -17% | 45%[activator] | -4% | -16% | -8% | 22%[59 µM]
Cc1ccc(-n2nc(C(=O)N3CCN(c4ccccc4F)CC3)c(=O)n(C)c2=O)cc1 | -14% | ? | 11% | -15% | 11%[57 µM] | -1% | -4% | 5% | -22%[59 µM]
CC(=O)N1c2ccc(S(=O)(=O)NC(CC(=O)O)c3ccc(Br)cc3)cc2CC1C (stereo unspecified) | ? | -2% | -1% | -15%[57.1 µM] | 18% | -1% | 17% | 1% | 7%
CC1C(=O)Nc2ccc(S(=O)(=O)NCc3ccc(Cl)cc3)cc2NC1=O (stereo unspecified) | -5% | 10% | ? | -24% | 27% | -1% | 3% | 1% | 24%
CCOC(=O)C1CCN(C(c2cccc(OC)c2)c2sc3nc(C)nn3c2O)CC1 (stereo unspecified) | -11% | -7% | ? | 6% | 8% | 2% | 9% | -3% | -5%[59 µM]
CCN(CC(=O)Nc1ccc(NC(C)=O)cc1)C(=O)CN1C(=O)NC2(CCCC2)C1=O | -3% | 8% | 33%[activator] | -3% | 31% | / | -3% | 0% | 6%[0.501 µM]
O=C(CNc1cccc([N+](=O)[O-])c1)N/N=C/c1ccc(F)cc1 | 3% | 0% | 48%[activator] | -3% | 30% | -7% | -16% | -8% | 17%
Cc1cc(C)c(Nc2ncccc2C(=O)O)c(C)c1 | 3% | 1% | 94%[activator] | 1% | 21% | -2% | 1% | 0% | /
Cc1cc(C)c(C(=O)C(C)OC(=O)C2=COCCO2)cc1C (stereo unspecified) | 6% | 0% | 15% | -2% | 24% | -4% | 1% | 7% | -1%
CC[C@@]1(C(=O)OC)N[C@H](CN(C)C(=O)COc2ccccc2)[C@@H]2C(=O)N(Cc3ccccc3)C(=O)[C@@H]21 | -17% | -7% | ? | / | 24% | / | 4% | 1% | /
Cc1cccc(N2C(=O)N(Cc3cccc(C#N)c3)c3ccccc3S2(=O)=O)c1 | -12% | 0% | 1% | -6% | 20% | -5% | 4% | 3% | 8%[59 µM]
CC(=O)COc1cc2c(-c3cc4ccccc4o3)cc(=O)oc2cc1C | -5% | 16% | -9% | -20% | 63%[activator] | -1% | -2% | -1% | 16%
Cc1cccc(C)c1NC(=O)CCCCCNS(=O)(=O)c1ccccc1 | -23%[57.1 µM] | -7% | 78%[activator] | -9% | -6% | -2% | -3% | 9% | 1%
CC(CNCc1ccc2c(c1)OCO2)NCc1ccc2c(c1)OCO2 (stereo unspecified) | -21% | 0% | 19% | -1% | 22% | -10% | -1% | -8% | ?
CC(C)c1ccc(C2CC(=O)N3CN(C)CSC3=C2C#N)cc1 (stereo unspecified) | ? | 1% | -14% | -33% | ? | 1% | ? | -3% | 1.6µM*
COCCN1C(=O)/C(=C/c2cc3c(cc2Br)OCO3)NC1=S | -5%[11.4 µM] | 9% | 64%[activator] | -34% | 14% | -3% | -8% | -7% | -30%
CCOC(=O)N1CCN(C(=O)c2ccccc2NC(=O)c2ccc(F)cc2)CC1 | 0% | -2% | -1% | 6% | 20% | -1% | -2% | 3% | 21%[59 µM]
CC(C)(C)OC(=O)[C@H](Cc1ccccc1)NC(=O)c1[nH]cnc1C(=O)Nc1cccc(Cl)c1 | -28% | 18% | ? | -10% | 22% | -17% | 5% | -1% | 8%[12.7 µM]
O=C(CCC(=O)c1cccs1)NCc1cccc(C(F)(F)F)c1 | -3% | 3% | -9% | 2% | 31% | / | 0% | i | -25%[0.501 µM]
CCOC(=O)C1=NOC(COc2ccccc2C=O)C1 (stereo unspecified) | ? | 0% | 40%[activator] | 10% | -5% | -2% | 0% | 7% | 3%
CCc1cccc(NS(=O)(=O)c2ccc3c(c2)n(C)c(=O)c(=O)n3C)c1 | -19% | -7% | 3% | / | 49%[activator] | 0% | -8% | i | 4%[59 µM]
Cc1cc(C)c2nc(NC(=O)c3ccc4c(=O)n5c(nc4c3)CCCCC5)sc2c1 | -5% | 5% | 14% | -1% | 42%[activator] | 1% | -5% | i | 4%[59 µM]
Cc1noc(C)c1COc1ccc(C(=O)OCC(=O)NCCN2C(=O)CSC2=O)cc1 | -11% | 0% | 40%[activator] | -11% | 28% | -5% | 14% | -2% | -1%

The list is partial; rates above refer to the full screens.
